OX1R antag-1 = blocks the human orexin 1 receptor | inhibition, % at 5 µM | 0.43% of 330,000 active | AID 434989 | CHO/OX1R cells, Fluo-8 calcium fluorescence, orexin A | O43613;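 active means inhibition above its plate's threshold, mean inhibition of all tested compounds on the plate plus 3 SD, cut at about 37% in these data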;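 further: 0% = orexin A challenge wells and 100% = SB-334867-A antagonist wells; not every result past the cut was called active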
Target sequence (O43613 whole entry, looked up): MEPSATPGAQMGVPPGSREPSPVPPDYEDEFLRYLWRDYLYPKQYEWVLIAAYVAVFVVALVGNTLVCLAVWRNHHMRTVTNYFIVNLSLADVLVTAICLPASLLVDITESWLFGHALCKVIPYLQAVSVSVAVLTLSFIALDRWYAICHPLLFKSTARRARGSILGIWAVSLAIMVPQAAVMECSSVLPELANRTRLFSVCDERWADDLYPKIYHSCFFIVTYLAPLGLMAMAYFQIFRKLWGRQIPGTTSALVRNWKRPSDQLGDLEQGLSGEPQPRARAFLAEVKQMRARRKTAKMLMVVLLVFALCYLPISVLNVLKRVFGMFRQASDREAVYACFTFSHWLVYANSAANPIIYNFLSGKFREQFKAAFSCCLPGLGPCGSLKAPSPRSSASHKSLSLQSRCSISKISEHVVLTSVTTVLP
OX1R antag-2 = antagonists of human orexin 1 receptor (OX1R) | O43613 | OX1R-expressing cells, FRET antagonist read-out | inhibition, % at 6.6 µM | 1.8% of 330,000 active | AID 485270; in the data active means inhibition mostly above about 38%, no sharp cut-off; inactive means mostly below about 40%;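 further: 0% = agonist challenge alone and 100% = reference antagonist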
* marks the source's active call; other numbers are inactive results.

SMILES	OX1R antag-1	OX1R antag-2
CN(Cc1ccc(F)cc1)C(=O)c1cccc(S(=O)(=O)N2CCN(c3ccc(F)cc3)CC2)c1	-14	35
Cc1cc(C(=O)OCC(=O)NCc2ccco2)c(C)n1-c1ccccc1	-16	19
O=C(CCCNS(=O)(=O)c1cccc2nsnc12)NCCc1ccccc1	-40	31
O=C(NNS(=O)(=O)c1ccc(F)cc1)C1CC(c2cccnc2)=NO1 (stereo unspecified)	-5	2
COc1ccc(NC(=O)NNC(=O)C(C)Oc2ccc(C(C)C)cc2)c(OC)c1 (stereo unspecified)	13	18
CN(C)c1ccc(/C=C/C(=O)c2ccc3c(c2)OCCO3)cc1[N+](=O)[O-]	-1	11
c1ccc(-c2nc(NCCCn3ccnc3)c3oc4ccccc4c3n2)cc1	-12	14
COCCN1C(=O)C(=O)/C(=C(/O)c2ccc(S(=O)(=O)N3CCOCC3)cc2)C1c1cccc(O)c1 (stereo unspecified)	-10	40
CC(C)c1c(C(=O)N/N=C/c2ccoc2)nnn1-c1nonc1N	-16	17
N#C/C(=C/c1ccccc1)c1nn(CCO)c(N)c1C#N	-13	25
Cc1nsc2nc3c(F)c(F)c(F)c(F)c3cc12	-8	6
Cc1oc2c(C)c3oc(=O)c(CCC(=O)NCCCN4CCOCC4)c(C)c3cc2c1C	-18	13
COC(=O)c1ccc(Oc2nc(SC)nc(N(C)C)n2)cc1	-6	0
Cc1ccc(Cl)cc1NS(=O)(=O)c1cn(C)nc1C	8	6
CCOc1ccc(NC(=O)N2CCN(c3nc4ccccc4s3)CC2)cc1	1	16
C[C@@H]1CN([C@H](C)CO)C(=O)Cc2cc(NS(=O)(=O)c3ccc(Cl)cc3)ccc2O[C@H]1CN(C)Cc1ccc(C(F)(F)F)cc1	-12	4
COc1cccc(C2NC(=O)NC(C)=C2C(=O)Nc2cccc(C)c2C)c1 (stereo unspecified)	-17	25
N#C/C(=C\c1c(F)cccc1Cl)C(=O)NC1CC1	-9	21
C=CCNC(=O)C1CC2Cn3c(nc4cc(C)c(C)cc43)C2N1C (stereo unspecified)	-11	-1
O=[N+]([O-])c1ccc(N=Cc2c(O)ccc3ccccc23)cc1	-13	27
CN(CCCC1CCCC1)C(=O)CC1C(=O)NCCN1Cc1cccc(F)c1F (stereo unspecified)	-27	2
CCN(CC(=O)Nc1cc(Cl)ccc1-n1cncn1)Cc1nc2ccccc2c(=O)[nH]1	-17	0
Cc1cc(Br)ccc1SCC(=O)OCC(=O)NCc1ccc2c(c1)OCO2	-18	8
COc1ccc(CN2CCN(Cc3ccco3)CC2)cc1OC	-12	2
O=C(c1ccccc1)c1coc2ccc(O)c(Cl)c12	-18	16

Next records:
SMILES	OX1R antag-1	OX1R antag-2
O=C(NCC1CCCO1)c1ccccc1-c1nc(-c2ccc(Cl)cc2)no1 (stereo unspecified)	-38	18
C[C@@H](NC(=O)c1nc[nH]c1C(=O)OCc1ccccc1)c1ccccc1	-29	4
Cc1ccccc1CC1(CO)CCCN(C(=O)c2ccccc2Cl)C1 (stereo unspecified)	6	14
COc1ccc(Oc2cc(C)c3cccc(C)c3n2)cc1	-25	28
CCc1nnc(NC(=O)CCC(=O)N2CCN(Cc3ccc(F)cc3)CC2)s1	-27	0
Cc1[nH]n(-c2ccc(Cl)cc2)c(=O)c1C=NC12CN3CN(CN(C3)C1)C2	9	-1
CC(C)(C)N(CC#CCC(O)(c1ccccc1)C1CCCC1)CCO (stereo unspecified)	-24	8
C=CCC[C@@H](Cc1ccc(F)cc1)C(=O)OC[C@H](C)NC(=O)[C@@H](CC=C)CC(=O)N(CCO)Cc1ccccc1	-36	8
Cc1ccccc1OCC(O)CN1CCCCC1 (stereo unspecified)	-4	11
COc1ccc(CNCc2ccc(OC)c3ccccc23)cc1	-38	7
Cc1nc(SCC(=O)NC(=O)NC(C)C)nc(C)c1C	-29	4
C=CCSc1ncccc1C(=O)NCCc1ccccc1	-11	-4
Cc1ccc(CN2CCN(Cc3cn[nH]c3C3CCCCC3)CC2CCO)cc1 (stereo unspecified)	-17	22
CCOC(=O)c1sc(NC(=O)COc2ccc3c(c2)OCO3)nc1C	-23	14
COc1cc(N2CCCC2)c(OC)cc1/C=C(/C#N)c1ccc(Br)cc1	15	11
Cc1cc(N2CCN(c3ccccc3)CC2)nc(N)n1	-30	4
Cc1ccc(Cl)cc1N1C(=O)CC(Sc2ncccn2)C1=O (stereo unspecified)	-12	1
CCN1CCN(C(=O)c2nn(-c3ccc(OC)cc3)c(=O)c3c2c2ccccc2n3C)CC1	-18	4
Cc1ccccc1Nc1nc(N)nc(CSc2ccc(F)cc2)n1	-15	11
COc1ccc(N2C(=O)CC(Nc3cccc(C(C)=O)c3)C2=O)cc1OC (stereo unspecified)	-12	12
O=C(O)CN1C(=O)C2(OCCO2)c2cc(Br)ccc21	-4	9
O=C(Nc1nnc(-c2cccnc2)o1)c1cccc([N+](=O)[O-])c1	-4	37
CCc1cccc(NC(=O)C2CCCN2S(=O)(=O)c2cccc3cccnc23)c1 (stereo unspecified)	87*	89*
CC(c1nnc(SCn2nnc3ccccc3c2=O)n1-c1ccc(Cl)cc1)N(C)C (stereo unspecified)	7	2
COC(=O)c1c(C)nc(C)c2c(=O)oc3ccccc3c12	-22	16

Reprinted from the part before: two compounds, followed by the next part.
SMILES	OX1R antag-1	OX1R antag-2
CC(c1nnc(SCn2nnc3ccccc3c2=O)n1-c1ccc(Cl)cc1)N(C)C (stereo unspecified)	7	2
COC(=O)c1c(C)nc(C)c2c(=O)oc3ccccc3c12	-22	16
O=C1N(c2ccccc2C(F)(F)F)O[C@@]1(c1ccccc1)C1CCCCC1	-35	4
Cc1ccc(C(=O)NCC(=O)N2CCCC(C(F)(F)F)C2)s1 (stereo unspecified)	-19	21
Cc1ccc(C(=O)NNC(=O)c2cc3cc4ccccc4nc3s2)cc1	3	33
O=C(c1cnn2c(C(F)(F)F)cc(-c3ccccc3)nc12)N1CCCc2ccccc21	-19	1
O=C(Nc1ccc2c(c1)OCO2)[C@@H]1[C@@H]2C(=O)N(C3CCCCC3)C(=O)[C@@H]2C2c3ccccc3C=CN21 (stereo partly specified)	-12	34
Clc1ccc(CN2CCCCCC2)cc1	-7	17
Cc1ccc(C(C(=O)NCc2ccc(F)cc2)N(C(=O)c2csnn2)C2CC2)cc1 (stereo unspecified)	-16	20
COc1ccccc1NC(=O)/C(C#N)=C/c1c(C)nn(-c2ccc(F)cc2)c1Cl	-1	1
CC(C)(C)c1ccc(S(=O)(=O)N2CCCC2C(=O)NC2=NCCS2)cc1 (stereo unspecified)	-11	19
COc1ccc(-c2coc3cc(OC4OC(CO)C(O)C(O)C4O)ccc3c2=O)cc1 (stereo unspecified)	-7	-3
O=C(Nc1ccccc1)N1C(=O)C2(OCCO2)c2ccccc21	7	6
Cn1c(SCC(=O)c2ccccc2)nc2cccnc21	-15	10
O=c1[nH]c(NCCCO)nc2c1C1(CCCC1)Cc1ccccc1-2	-13	29
CCOC(=O)c1[nH]c2ccccc2c1NC(=O)c1nonc1C	-9	29
NS(=O)(=O)c1cccc(NC(=O)C2CC(=O)N(Cc3ccco3)C2)c1 (stereo unspecified)	-6	12
CCN(CC)S(=O)(=O)c1cc(NC(=O)COC(=O)c2c(C)noc2C)ccc1C	-13	7
Cc1ccccc1C(=O)Nc1cc(-c2cc(C(C)(C)C)oc2C)nn1C	-41	4
CC(C)CCN1CCNC(=O)C1CC(=O)NCCCN1CCOCC1 (stereo unspecified)	21	4
CNC(=O)Nc1nnc(C(C)(C)C)s1	-9	4
Cc1ccc([N+](=O)[O-])c(OCCN2CCNCC2)c1	4	5
COc1ccc2cc(-c3[nH]ncc3CN3C[C@@H]4CCC[C@H]3C4)ccc2c1	-19	20
CSc1ccc(Cl)c(C(=O)NNC(=O)c2csc(N3CCOCC3)n2)c1	-41	2
COCCN(C(=S)Nc1ccc(OC)cc1)C1CCN(C(C)=O)CC1	8	6
CCOC(=O)C1=C(C)N(C)C(=O)NC1c1cc2c(cc1[N+](=O)[O-])OCO2 (stereo unspecified)	-13	38
CC1(C)CC(=O)C2(CC3=C(CC(C)(C)CC3=O)O2)C(=O)C1	-18	14

New compounds follow:
SMILES	OX1R antag-1	OX1R antag-2
Cc1onc(-c2c(F)cccc2Cl)c1C(=O)N1C=CC(C(F)(F)F)=NCC1	-12	10
CC(C)(C)c1ccc(C(=O)NCC(=O)OCC(=O)Nc2ccc3c(c2)OCCO3)cc1	14	13
Cc1nnc(SCC(=O)N(C2CCCCC2)C2CCS(=O)(=O)C2)n1N (stereo unspecified)	-2	11
Cc1ccc(C(C(=O)NC(C)(C)C)N(C(=O)CCC(=O)Nc2ccccn2)c2ccccc2F)cc1 (stereo unspecified)	-18	23
O=C(Nc1ccc2c(c1)OCO2)C1CCN(C(=O)c2ccc(Br)cc2)CC1	-17	16
CC(=O)Nc1ccc(C(=O)NCCCOC(C)C)cc1	11	1
COc1ccc(-c2ccc(=O)n(Cc3cccc([N+](=O)[O-])c3)n2)cc1	-6	31
Cn1c(O)c(N=NC(=O)C2COc3ccccc3O2)c2ccccc21 (stereo unspecified)	-14	42
O=C(N[C@H](C(=O)O)c1ccccc1)C1CCC(Cn2cnc3ccccc3c2=O)CC1 (stereo partly specified)	4	3
Cc1ccccc1Nc1nnc(SCC(=O)N(C)C2CCS(=O)(=O)C2)s1 (stereo unspecified)	-17	16
Cc1cccc(C)c1Nc1nnc(SCC(=O)NC(=O)c2cccn2C)s1	-17	24
C#CCOCCOCCOCCNc1nc(N2CCN(C(=O)[C@H](CCC(=O)O)n3cc(C(N)CC(C)C)nn3)CC2)nc(N2CCN(C(=O)[C@H](CCC(=O)O)n3cc(C(N)CC(C)C)nn3)CC2)n1 (stereo partly specified)	2	14
c1ccc(OCCSc2ncnc3nc[nH]c23)cc1	-5	11
Cc1nc2nc[nH]n2c(=O)c1NS(=O)(=O)c1ccc(F)cc1	0	8
O=C(O)c1ccc(/C=N/NC(=O)c2cc(-c3cccs3)nc3ccccc23)cc1	0	12
CCN(CC)C(=O)N1CCN(Cc2ccc3c(c2)OCO3)CC1	-8	27
O=S(=O)(N=C(NS(=O)(=O)c1ccc(Cl)cc1)c1ccccc1)c1ccc(Cl)cc1	-15	10
Cc1ccc(C2CC(C(F)F)n3ncc(C(=O)Nc4cnn(Cc5ccccc5C)c4)c3N2)cc1 (stereo unspecified)	-24	-3
CC(C)(C)S(=O)(=O)/C(C#N)=N/Nc1ccc(S(C)(=O)=O)cc1	-11	15
COc1ccc2nc(NC(=O)C(NS(=O)(=O)c3cccc4nsnc34)C(C)C)sc2c1 (stereo unspecified)	-57	27
Cc1cc(/C=N/NC(=O)c2ccsc2)c(C)n1-c1cnccn1	-12	9
C=CCOc1ccc(CNc2nn[nH]n2)cc1OC	-1	14
COc1cc(OC)c(C2=NOC(C(=O)NCc3ccc4c(c3)OCO4)C2)cc1Cl (stereo unspecified)	-5	1
Cc1ccc(-n2c([C@@H]3C[C@H]3c3ccccc3)n[nH]c2=S)cc1	-9	37
NC(=O)c1c(NC(=O)c2ccc([N+](=O)[O-])o2)sc2c1CCCC2	1	13
Cc1c(OC(C)C(=O)NCC2CCC(C(=O)O)CC2)ccc2c1oc(=O)c1ccccc12 (stereo unspecified)	-7	11
O=C(CCOc1ccccc1)Nc1ccnn1C1CCN(Cc2ccccc2)CC1	-25	-1
CCN(CC(=O)Nc1ccc2c(c1)OCCO2)C(=O)c1ccc(CS(C)(=O)=O)cc1	-13	9
CC(=O)C1C(c2ccco2)c2c(noc2C)CC1(C)O (stereo unspecified)	-2	0
c1nc2n(n1)C1=C(CCCC1)C1(CCCCC1)N2	-19	12

Structures listed so far that contain an aryl thioether with sulfur outside any ring, in the order listed:
SMILES	OX1R antag-1	OX1R antag-2
COC(=O)c1ccc(Oc2nc(SC)nc(N(C)C)n2)cc1	-6	0
Cc1cc(Br)ccc1SCC(=O)OCC(=O)NCc1ccc2c(c1)OCO2	-18	8
Cc1nc(SCC(=O)NC(=O)NC(C)C)nc(C)c1C	-29	4
C=CCSc1ncccc1C(=O)NCCc1ccccc1	-11	-4
Cc1ccc(Cl)cc1N1C(=O)CC(Sc2ncccn2)C1=O (stereo unspecified)	-12	1
Cc1ccccc1Nc1nc(N)nc(CSc2ccc(F)cc2)n1	-15	11
CC(c1nnc(SCn2nnc3ccccc3c2=O)n1-c1ccc(Cl)cc1)N(C)C (stereo unspecified)	7	2
Cn1c(SCC(=O)c2ccccc2)nc2cccnc21	-15	10
CSc1ccc(Cl)c(C(=O)NNC(=O)c2csc(N3CCOCC3)n2)c1	-41	2
Cc1nnc(SCC(=O)N(C2CCCCC2)C2CCS(=O)(=O)C2)n1N (stereo unspecified)	-2	11
Cc1ccccc1Nc1nnc(SCC(=O)N(C)C2CCS(=O)(=O)C2)s1 (stereo unspecified)	-17	16
Cc1cccc(C)c1Nc1nnc(SCC(=O)NC(=O)c2cccn2C)s1	-17	24
c1ccc(OCCSc2ncnc3nc[nH]c23)cc1	-5	11

Rows are unselected, and some 2% of all compounds hit somewhere here.
